Bioassay records as filed in PubChem.
CR mimetic SO – yeast age-related superoxide inhibition as caloric restriction mimetic; actives 0.18% (n = 330,000); superoxide response (% of plate mean), % at 10 µM; S. cerevisiae aged cells, superoxide DHE fluorescence; active compounds read low; AID 2690;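 active = superoxide response under a set limit, about three screen SD below normal, cut at about 65% in these data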;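 also: yeast aged for seven days with compound at 30 °C before DHE staining; 100% = average MFI of all compound-treated wells on the plate with controls excluded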
AHR act – activates the human aryl hydrocarbon receptor | AHR-responsive luciferase reporter cells, luminescence | activation, % at 5 µM | P35869 | actives 2.5% (n = 320,000); in the data active = activation above about 47%;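 also: 0% = vehicle wells and 100% = reference agonist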
Target sequence (P35869 whole entry, looked up): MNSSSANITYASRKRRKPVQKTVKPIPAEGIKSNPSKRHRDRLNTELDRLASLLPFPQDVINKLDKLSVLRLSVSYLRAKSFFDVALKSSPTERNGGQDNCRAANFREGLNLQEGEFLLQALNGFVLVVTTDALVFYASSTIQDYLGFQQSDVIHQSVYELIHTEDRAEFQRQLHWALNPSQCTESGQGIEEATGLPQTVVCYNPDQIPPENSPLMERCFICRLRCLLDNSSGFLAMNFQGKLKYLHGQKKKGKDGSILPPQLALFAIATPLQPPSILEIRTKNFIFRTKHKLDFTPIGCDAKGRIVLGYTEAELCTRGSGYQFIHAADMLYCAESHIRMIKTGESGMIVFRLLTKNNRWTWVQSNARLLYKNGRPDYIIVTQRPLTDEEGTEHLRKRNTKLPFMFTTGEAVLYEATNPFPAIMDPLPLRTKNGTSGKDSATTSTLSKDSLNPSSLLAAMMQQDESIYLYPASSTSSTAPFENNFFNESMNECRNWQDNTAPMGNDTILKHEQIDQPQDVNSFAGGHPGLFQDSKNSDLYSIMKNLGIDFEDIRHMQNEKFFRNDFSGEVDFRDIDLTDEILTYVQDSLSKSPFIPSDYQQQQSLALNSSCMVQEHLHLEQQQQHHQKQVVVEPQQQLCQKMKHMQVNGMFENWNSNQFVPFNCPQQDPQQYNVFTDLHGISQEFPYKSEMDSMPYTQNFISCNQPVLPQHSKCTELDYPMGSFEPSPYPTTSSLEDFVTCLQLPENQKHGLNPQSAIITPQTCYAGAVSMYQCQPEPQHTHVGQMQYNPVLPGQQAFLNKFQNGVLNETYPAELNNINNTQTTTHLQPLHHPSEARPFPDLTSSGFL
LAP4-GFP MLPCN – yeast TOR pathway LAP4-GFP modulation. AID 2023. actives 0.34% (n = 320,000). GFP response vs DMSO, % at 10 µM. S. cerevisiae LAP4-GFP multiplex, flow cytometry GFP, 3 h; median GFP as percent of DMSO wells;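 active = GFP response vs DMSO above a set limit, about the screen mean plus 3 SD, cut at about 150% in these data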
AGP1-GFP MLPCN – yeast TOR pathway AGP1-GFP modulation | actives 0.02% (n = 320,000) | S. cerevisiae AGP1-GFP multiplex flow cytometry, 3 h; GFP as percent of DMSO wells | AID 2066 | GFP response vs DMSO, % at 10 µM;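 active = GFP response relative to DMSO above a set limit, near screen average plus 3 SD, cut at about 150% in these data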;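 also: median GFP channel fluorescence of the gated AGP1 strain per well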
CIT2 TOR yeast – yeast TOR pathway CIT2-GFP modulation. S. cerevisiae CIT2-GFP strain, flow cytometry, 3 h; 100 means same as DMSO wells. actives 0.065% (n = 320,000). AID 2029. GFP response vs DMSO, % at 10 µM;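 active = GFP response relative to DMSO above a set limit, near the screen mean plus 3 SD, cut at about 150% in these data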;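 also: ratio of well median GFP fluorescence to mean of DMSO wells on the plate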
Efflux pump inh – antifungal efflux pump inhibition, Nile Red retention; S. cerevisiae Candida pump triplex; inhibition, % at 10 µM; actives 0.44% (n = 330,000);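 active = plate passing quality check with inhibition over a set limit, or well fluorescence over plate mean plus 4 SD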;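 also: Nile Red retained in pooled yeast measured as flow cytometry median fluorescence; 0% = buffer negative control and 100% = Enniatin B positive control; higher means more Nile Red kept so more efflux inhibition; some compounds called inactive have numbers as strong as hits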
MEP2 TOR yeast – yeast TOR pathway MEP2-GFP modulation; S. cerevisiae MEP2-GFP strain, flow cytometry GFP, 3 h; 100% = DMSO control level; GFP response vs DMSO, % at 10 µM; actives 0.51% (n = 330,000); AID 2016;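 active = GFP response versus DMSO above a set limit, roughly screen mean plus 3 SD, cut at about 180% in these data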;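 also: median GFP fluorescence of the barcode-gated MEP2-GFP cells per well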
RPL19A TOR yeast – alters RPL19A-GFP fluorescence in TOR pathway yeast screen; S. cerevisiae RPL19A-GFP strain, flow cytometry, 3 h; active compounds read low; percent response vs DMSO, % at 10 µM; actives 0.3% (n = 330,000); AID 2025;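 active = percent response vs DMSO below 50%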;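 also: median channel GFP fluorescence of the barcoded RPL19A-GFP strain; ratio of sample median GFP to plate DMSO average so 100% = DMSO; lower means less RPL19A-GFP as with rapamycin TOR inhibition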
The depositor's hits bear a star; / = not tested or not shown. Random draw from the library (roughly 3.9% active in at least one column).

SMILES | CR mimetic SO | AHR act | LAP4-GFP MLPCN | AGP1-GFP MLPCN | CIT2 TOR yeast | Efflux pump inh | MEP2 TOR yeast | RPL19A TOR yeast
Cc1ccc(CC(=O)O/N=C(\N)c2cccc([N+](=O)[O-])c2)cc1 | 107.5 | 1.2 | 95.5 | 101.9 | 100.2 | 0.0 | 104.0 | 101.6
CC(Cn1cncn1)C(=O)N1CCN(S(=O)(=O)c2ccc(Cl)cc2)CC1 (configuration not stated) | 91.0 | -0.3 | 101.5 | 103.2 | 105.3 | -0.1 | 110.0 | 105.5
O=C(NCCCN1CCOCC1)c1cc(-c2ccc(O)cc2)on1 | 99.8 | -0.3 | 90.8 | 99.9 | 99.5 | 0.0 | 96.8 | 100.4
COCCOC(=O)c1c(C)n(C)c2ccc(OC(=O)N3CCOCC3)cc12 | 105.2 | 19.7 | 111.8 | 113.3 | 103.5 | -0.1 | 122.0 | 93.8
O=C(CSc1nnc(CNC(=O)c2ccccc2F)o1)NC1CCCCC1 | 106.0 | -0.2 | 89.5 | 95.4 | 98.2 | 0.0 | 99.0 | 98.5
O=C(O)c1cccc(S(=O)(=O)Nc2ccccc2N2CCOCC2)c1 | 104.4 | 0.6 | 106.0 | 103.0 | 109.9 | 0.0 | 108.5 | 109.4
Cc1sc2nc(CN(C(=O)NCc3ccccc3)C3CCCC3)[nH]c(=O)c2c1C | 86.2 | 4.6 | 101.3 | 106.4 | 106.2 | 0.0 | 100.5 | 105.2
O=S(=O)(Nc1ccc2c(c1)nc1n2CCN(Cc2ccccc2)C1)c1ccc(F)cc1 | 102.3 | 2.8 | 105.1 | 93.7 | 99.3 | 0.2 | 103.6 | 93.2
CCCCC(CC)COC(=O)CCCCC(=O)OCC(CC)CCCC (configuration not stated) | 111.0 | -1.0 | 95.4 | 96.3 | 92.2 | 0.3 | 95.9 | 101.1
Nc1nonc1-n1nnc(C(=O)N/N=C/c2c(Cl)cccc2Cl)c1CSC1=NCCS1 | 85.5 | 2.0 | 119.4 | 105.7 | 99.9 | 0.0 | 100.9 | 100.9
COC(=O)C(NC(=O)CNS(=O)(=O)c1ccc(Br)cc1)c1ccccc1 (configuration not stated) | 86.7 | 0.8 | 98.0 | 96.4 | 91.7 | 0.0 | 96.3 | 95.7
CCC(CC)N1CCN(Cc2nc3ccc([N+](=O)[O-])cc3c(=O)n2-c2ccccc2F)CC1 | 112.2 | 25.4 | 105.4 | 99.0 | 95.2 | -0.1 | 104.4 | 105.3
CC(=C1C(=O)c2ccccc2C1=O)N1CCN(CCN=CC2=C(O)CC(C)(C)CC2=O)CC1 | 101.2 | 4.4 | 83.8 | 90.9 | 87.3 | 0.0 | 89.9 | 96.6
CCCOc1nc2c(c(=O)n(C)c(=O)n2C)n1Cc1cccc2ccccc12 | 93.6 | -0.3 | 108.0 | 101.8 | 102.9 | 0.0 | 108.0 | 100.1
CCN(Cc1ccc(C#CCCO)cc1)CC1CCCN(CCc2cccc(F)c2)C1 (configuration not stated) | 98.6 | 2.6 | 88.1 | 94.2 | 96.8 | 0.2 | 103.2 | 99.1
CCOc1cc(CNn2cnnc2SCC(=O)NC(C)(C)C)ccc1OCC(=O)NC(C)(C)C | 114.6 | 0.9 | 90.6 | 94.2 | 95.8 | 0.0 | 97.2 | 89.0
COc1ccc(OCc2cc(C(=O)NC3CCOCC3)no2)c2ccccc12 | 85.0 | 17.1 | 98.5 | 104.0 | 102.3 | 0.0 | 108.8 | 100.7
CCCNS(=O)(=O)c1ccc(NC(=O)c2cccnc2)cc1 | 57.7* | 0.8 | 108.1 | 102.9 | 100.5 | 0.1 | 106.4 | 94.0
Cc1nn(Cc2ccc(C(=O)O)o2)c(C)c1[N+](=O)[O-] | 95.1 | -0.8 | 107.7 | 101.6 | 98.0 | -0.1 | 96.3 | 96.7
NS(=O)(=O)c1ccc(CCNC(=O)COC(=O)/C=C/c2cc(Br)ccc2F)cc1 | 108.3 | 0.1 | 119.1 | 116.5 | 110.0 | 0.0 | 116.4 | 109.3
CC1=CC(C)(C)N(C(=O)c2ccc(F)cc2)c2cc3c(cc21)OCO3 | 101.2 | 2.1 | 111.7 | 100.7 | 95.0 | -0.1 | 95.5 | 96.5
COCCn1c(=O)c2cc3c(=O)n(CCOC)c(=O)c3cc2c1=O | 112.2 | -1.7 | 102.6 | 97.5 | 97.9 | 0.1 | 99.4 | 92.6
CCc1cccc(C)c1NS(=O)(=O)c1cc(Br)cnc1N | 107.5 | 3.2 | 94.4 | 106.1 | 101.8 | -0.1 | 104.7 | 109.8
CCOC(=O)C(=CNc1ccc(Cl)cn1)C(=O)OCC | 97.0 | 2.2 | 109.7 | 99.5 | 91.4 | 0.1 | 98.8 | 99.8
CC(=O)N1CCN(C(=S)c2ccc(N(C)C)cc2)CC1 | 92.2 | 0.2 | 95.6 | 109.1 | 106.9 | -0.2 | 100.7 | 99.7
(further entries)
SMILES | CR mimetic SO | AHR act | LAP4-GFP MLPCN | AGP1-GFP MLPCN | CIT2 TOR yeast | Efflux pump inh | MEP2 TOR yeast | RPL19A TOR yeast
Cc1ccc(Cn2c(N/N=C/c3ccncc3)nc3c2c(=O)n(C)c(=O)n3C)cc1 | 93.2 | 21.9 | 88.3 | 99.7 | 100.1 | 0.6 | 90.8 | 85.2
COc1ccc(OC)c(C(C(=O)NC2CCCCC2)N(Cc2ccco2)C(=O)c2ccccn2)c1 (configuration not stated) | 87.9 | -0.3 | 90.0 | 100.0 | 104.4 | -0.2 | 98.8 | 100.8
CC1CC(=O)NN=C1c1ccc(N)c([N+](=O)[O-])c1 (configuration not stated) | 86.7 | 7.5 | 106.2 | 111.9 | 116.3 | -0.1 | 117.1 | 104.4
S=c1[nH]nc2nnc3ccccc3n12 | 76.6 | 6.5 | 110.2 | 107.8 | 95.0 | 0.0 | 102.4 | 99.9
C=CCOc1ccc(CNc2nn[nH]n2)cc1 | 100.4 | 0.3 | 89.3 | 94.7 | 93.7 | -0.1 | 90.7 | 92.8
CN(CCC#N)C(=O)COC(=O)c1ccc(Cl)cc1O | 104.3 | -2.7 | 100.5 | 99.2 | 93.8 | 0.1 | 95.8 | 97.4
Cc1cc(Cl)ccc1NC(=S)NCc1ccccc1Cl | 89.9 | 3.7 | 93.7 | 86.6 | 90.3 | -4.3 | 91.1 | 94.6
O=C1CSC(c2ccncc2)N1Cc1ccc(F)cc1 (configuration not stated) | 90.0 | 0.1 | 109.0 | 102.2 | 99.2 | 0.0 | 98.4 | 96.5
O=C(/C=C/c1ccc(Cl)c(Cl)c1)n1cccn1 | 105.6 | 0.3 | 97.9 | 100.8 | 102.2 | 0.0 | 120.6 | 101.7
CNC(=O)C(=O)Nc1ccc(C)cc1C | 93.5 | 1.6 | 91.4 | 95.5 | 97.8 | 0.1 | 95.3 | 104.0
Cc1ccc(C(=O)NCCc2nnc3ccc(SCC(=O)Nc4ccccc4F)nn23)cc1 | 92.5 | -1.3 | 87.7 | 96.1 | 99.4 | 0.0 | 98.8 | 98.8
O=C(c1n[nH]c(=O)c2ccccc12)N1CCN(c2ccccc2Cl)CC1 | 102.7 | 16.0 | 88.9 | 96.7 | / | 0.4 | 104.5 | 95.4
Cc1ccc(C)c(N(C(=O)CNC(=O)c2ccco2)C(C(=O)NC2CCCC2)c2ccncc2)c1 (configuration not stated) | 92.7 | 4.1 | 98.9 | 104.1 | 108.1 | 0.2 | 102.6 | 100.2
CCOC(=O)c1c(NC(=O)COC(=O)CCCOc2ccc(OC)cc2)sc(C(=O)NC)c1C | 89.3 | 9.6 | 109.2 | 102.9 | 106.2 | 0.1 | 102.8 | 96.4
O=S(=O)(c1cccc(C(F)(F)F)c1)N1CCC(c2cc(-c3cccc4ccccc34)n[nH]2)CC1 | 95.5 | 1.6 | 100.5 | 112.6 | 109.0 | 0.1 | 108.3 | 103.1
O=C(NCCCN1CCCC1=O)c1cccc(S(=O)(=O)Nc2ccccc2Cl)c1 | 97.8 | -0.4 | 116.0 | 106.0 | 109.6 | -0.1 | 113.2 | 102.3
Cn1nc(CC(=O)Nc2cccc3ncccc23)c2ccccc2c1=O | 97.4 | 5.4 | / | 100.3 | 96.5 | -0.1 | 98.5 | 103.2
Cc1cc(NNC(=O)c2cccc(C(F)(F)F)c2)nc2c1c(C)nn2C | 112.3 | 9.6 | 106.7 | 96.8 | 96.3 | -0.1 | 102.8 | 93.7
CCCCNC(=S)N(C)/N=C/c1ccccc1C(=O)O | 96.0 | -1.0 | 102.2 | 103.5 | 98.0 | 0.0 | 98.9 | 99.2
O=C(COc1ccc2c(c1)OCO2)Nc1nccs1 | 100.2 | 59.4* | 100.7 | 101.8 | 102.6 | 0.0 | 101.3 | 102.2
COc1cc(NC(=O)CN2c3ccccc3CC2C)cc(OC)c1OC (configuration not stated) | 101.6 | 14.7 | 102.7 | 99.8 | 93.8 | 0.1 | 106.3 | 98.5
O=C(OC1CO[C@H]2O[C@@H]1[C@H](OC(=O)c1ccccc1)[C@H]2OC(=O)c1ccccc1)c1ccccc1 (some centres not stated) | 92.2 | -1.8 | 104.8 | 96.2 | 90.8 | 0.1 | 96.3 | 99.2
C=CCSc1nnc(-c2ccccc2NC(=O)CC)c(=O)[nH]1 | 97.7 | 3.2 | 95.3 | 104.5 | 94.1 | 0.0 | 100.3 | 103.1
CCCCNC(=O)c1ccc(NC(=O)CC2SC(N3CCCC3)=NC2=O)cc1 (configuration not stated) | 100.6 | -0.2 | 117.3 | 107.2 | 105.8 | 0.2 | 108.3 | 110.8
Cc1cc(N2CCCC2=O)cc(C)c1S(N)(=O)=O | 74.0 | -1.4 | 98.9 | 99.9 | 104.4 | -0.2 | 101.3 | 99.0

Entries of single compounds, looked up by structure:
CCCCNC(=S)N(C)/N=C/c1ccccc1C(=O)O reads CR mimetic SO: 96.0; AHR act: -1.0; LAP4-GFP MLPCN: 102.2; AGP1-GFP MLPCN: 103.5; CIT2 TOR yeast: 98.0; Efflux pump inh: 0.0; MEP2 TOR yeast: 98.9; RPL19A TOR yeast: 99.2
O=C(COc1ccc2c(c1)OCO2)Nc1nccs1 reads CR mimetic SO: 100.2; AHR act: 59.4*; LAP4-GFP MLPCN: 100.7; AGP1-GFP MLPCN: 101.8; CIT2 TOR yeast: 102.6; Efflux pump inh: 0.0; MEP2 TOR yeast: 101.3; RPL19A TOR yeast: 102.2

Carrying on:
SMILES | CR mimetic SO | AHR act | LAP4-GFP MLPCN | AGP1-GFP MLPCN | CIT2 TOR yeast | Efflux pump inh | MEP2 TOR yeast | RPL19A TOR yeast
N#CCSc1nnc(CNc2ccc(F)cc2)o1 | 110.8 | 0.4 | 101.3 | 100.5 | 96.6 | 0.0 | 103.8 | 100.8
Cc1ccc(NC(=O)CCS(=O)(=O)c2ccc(Br)cc2)nc1 | 103.2 | 1.4 | 98.3 | 102.6 | 95.8 | 0.0 | 100.2 | 98.5
CC1CC(C)CN(C(=O)Cc2c(C(=O)O)[nH]c3ccc(Cl)cc23)C1 (configuration not stated) | 101.0 | 0.7 | 111.5 | 108.8 | 111.0 | 0.1 | 107.1 | 100.3
C=CCn1c2ccccc2c2nnc(SCC(=O)O)nc21 | 102.0 | 11.4 | 98.6 | 97.3 | 109.5 | 0.2 | 109.9 | 100.7
O=C(COC(=O)/C=C/c1ccccc1[N+](=O)[O-])Nc1ccc(OC(F)F)cc1 | 92.1 | 4.0 | 101.1 | 95.8 | 99.0 | 0.2 | 103.1 | 101.7
O=Cc1cnc(N2CCN(c3ccccc3)CC2)s1 | 90.1 | -1.4 | 89.6 | 102.3 | 101.8 | 0.0 | 103.1 | 98.8
CC12CC(NC(=O)N1CCc1ccccc1)c1cc(Cl)ccc1O2 (configuration not stated) | 106.8 | 4.2 | 94.4 | 99.8 | 96.5 | 0.2 | 102.4 | /
O=C(CN1C(=O)CCS(=O)(=O)c2ccccc21)Nc1ccccc1F | 98.7 | 1.9 | 108.2 | 105.3 | 99.7 | 0.0 | 101.5 | 102.1
